FLuc counter: inhibits or activates purified firefly luciferase, miR-21 counter-screen | P08659 | purified FLuc, Km substrates, luminescence inhibition | Potency, µM (top dose mostly 57.5 µM), without a hit: at the highest dose activity change, negative = inhibition, most hits filed as inhibitors | 360,000 compounds, 6.9% hits;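 further: plate controls were vehicle for no effect and reference inhibitor for full effect; nearly all actives have a fitted effect of over 55% in size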
Target sequence (P08659 whole entry, looked up): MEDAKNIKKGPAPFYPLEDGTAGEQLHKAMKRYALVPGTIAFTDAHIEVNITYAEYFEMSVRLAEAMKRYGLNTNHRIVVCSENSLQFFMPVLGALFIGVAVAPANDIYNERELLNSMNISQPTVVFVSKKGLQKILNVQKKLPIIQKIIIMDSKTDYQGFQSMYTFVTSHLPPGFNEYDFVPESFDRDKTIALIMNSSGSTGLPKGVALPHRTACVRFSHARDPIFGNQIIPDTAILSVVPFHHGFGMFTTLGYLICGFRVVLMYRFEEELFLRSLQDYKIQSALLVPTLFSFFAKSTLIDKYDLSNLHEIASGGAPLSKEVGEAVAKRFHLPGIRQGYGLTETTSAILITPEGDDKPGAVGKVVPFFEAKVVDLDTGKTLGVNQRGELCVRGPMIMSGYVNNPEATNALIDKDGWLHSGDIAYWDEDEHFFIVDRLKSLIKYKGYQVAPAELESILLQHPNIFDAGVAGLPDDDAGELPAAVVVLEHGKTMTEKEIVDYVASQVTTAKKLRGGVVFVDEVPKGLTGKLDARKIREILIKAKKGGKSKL
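Purified P. pyralis luciferase, 10 nM final, with Km-level 10 uM D-luciferin and 10 uM ATP in 50 mM Tris acetate pH 7.5, 10 mM Mg acetate, 0.01% Tween-20, 0.05% BSA; 6-point qHTS titration about 60 µM downward; luminescence read.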
NPC1 prom act: NPC1 promoter activation | Huh7 NPC1 promoter luciferase reporter, 24 h | Potency, µM (series often up to 9.22 µM), for the others: at the highest dose activation, most hits filed as activators | 320,000 compounds, 2.4% hits | AID 485313;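 further: % of control where 0% means no effect; nearly all actives have a fitted effect of over 60% in size; reporter is driven by a mutant NPC1 promoter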
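Cells: Huh7 expressing luciferase under the NPC1 promoter, 1500/well. Seeded 2 h, compound added, incubated 24 h at 37 °C. Luciferase reagent, 10 min ambient, then luminescence.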
MBNL1 CUG block: MBNL1-poly(CUG) RNA binding inhibition; TR-FRET MBNL1-His/biotin-(CUG)12 binding, 665/545 ratio; Potency, µM (titrated, usually from 57.5 µM), for inactives: top-dose activity change, negative = inhibition, hits mostly inhibitors; 280,000 compounds, 0.036% hits; AID 2675; active means well fitted inhibition curve with a large enough effect in the signal ratio, with a control signal flat, not every such curve was filed as active; inconclusive means small, poorly fitted or top-dose-only effect, or effect the other way, or a change in a side signal; inactive means no such curve, though single readings can be large or run the other way; the % refers to the signal ratio; further: on the % scale 0 is the no-effect control and ±100 the full control effect
Target sequence (Q9NR56 whole entry, looked up): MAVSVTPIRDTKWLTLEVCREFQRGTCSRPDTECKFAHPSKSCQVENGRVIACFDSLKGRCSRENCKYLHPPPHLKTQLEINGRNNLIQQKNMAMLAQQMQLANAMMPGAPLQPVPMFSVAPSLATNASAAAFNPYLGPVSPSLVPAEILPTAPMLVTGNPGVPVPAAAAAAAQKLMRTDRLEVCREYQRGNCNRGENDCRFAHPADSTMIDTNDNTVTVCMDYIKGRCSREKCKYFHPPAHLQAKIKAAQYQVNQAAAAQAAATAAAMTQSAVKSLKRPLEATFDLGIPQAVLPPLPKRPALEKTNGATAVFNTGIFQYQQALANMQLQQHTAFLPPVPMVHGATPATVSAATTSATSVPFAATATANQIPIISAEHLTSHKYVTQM
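TR-FRET between His-tagged MBNL1 and biotin-(CUG)12 RNA, detected with Tb anti-His antibody (0.055 ng/ul) and streptavidin-XL665 (5 nM), 60 min at room temperature. Compounds titrated 92 nM to 58 uM; 665/545 nm ratio normalized to buffer and complex controls.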
Gal4-VP16 FLuc: Gal4-VP16 reporter inhibition counter-screen; Drosophila S2 Gal4-VP16 UAS-luciferase, luminescence, 20 h; Potency, µM (top dose mostly 53.6 µM), for inactives: at the top dose activity, negative = inhibition, actives largely listed as inhibitors; 310,000 compounds, 3.5% hits;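 further: Gal4-VP16 expression switched on by copper sulfate through the metallothionein promoter; on the % scale 0 is the no-effect control and ±100 the full control effect; nearly all actives have a fitted effect of over 50% in size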
BRCA1 expr up: increases BRCA1 expression. Potency, µM (titrated, usually from 46.1 µM), for inactives: at the top dose activation, most hits filed as activators. MCF7-BRCA1-FFLuc reporter, luminescence, 48 h; response scale: scaled: vehicle 0%, 10 µM genistein 100%. 380,000 compounds, 1.1% hits; further: nearly all actives have a fitted effect of over 80% in size; some results filed as inactive show a strong effect at the top dose
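MCF7-BRCA1-FFLuc cells, 2000/well in phenol-red-free MEM, attached 2 h then treated 48 h at 37 C. Luciferase luminescence read 15 min after reagent; normalized to genistein maximum activation (10microM) and DMSO, concentration-response fitted.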
Rab9 prom act: activates the Rab9 promoter; Huh7 Rab9 promoter-luciferase reporter, luminescence, 24 h; Potency, µM (doses to about 9.22 µM), without a hit: at the highest dose activation, negative = inhibition, usual class: activators; 320,000 compounds, 2.8% hits; AID 485297; further: % of control where 0% means no effect; nearly all actives have a fitted effect of over 60% in size
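Cell-based reporter: Huh7 stable for Rab9 promoter-driven luciferase, plated in reduced-serum medium with 10% FBS at 1500 cells/well, compound-treated 24 h at 37 °C, luminescence read after 10 min reagent.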
MLL CXXC-DNA inh: MLL CXXC-DNA interaction inhibition; Q03164; MLL-CXXC / FITC-HOXA9 DNA fluorescence polarization; Potency, µM (doses to about 115 µM), inactives show top-dose activity change, negative = inhibition, actives largely listed as inhibitors; 290,000 compounds, 0.037% hits; AID 2662; active means well fitted inhibition curve with a large enough effect in the polarisation, with a control signal flat, not every such curve was filed as active; inconclusive means small, poorly fitted or top-dose-only effect, or effect the other way, or a change in a side signal; inactive means no such curve, though single readings can be large or run the other way; the % refers to the polarisation
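Fluorescence polarization: 7 uM MLL-CXXC (stock) preincubated 5 min with compounds, then 50 nM fluorescein-HOX-A9 DNA (stock) added; 30 min ambient. Buffer 50 mM Tris-HCl pH 7.5, 50 mM NaCl, 1 mM DTT, 0.05% BSA.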
ELG1 genotox: inducers of genotoxicity in HEK293T ELG1-luciferase cells; HEK293T ELG1-luciferase reporter, luminescence, 16 h; Potency, µM (top dose mostly 46 µM), for the others: at the highest dose activity change, positive = activation, usual class: activators; 330,000 compounds, 1.3% hits; AID 504466; further: % of control where 0% means no effect; nearly all actives have a fitted effect of over 60% in size
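16 hr compound incubation (37 °C, 5% CO2) of HEK293T cells carrying luciferase-tagged ELG1; luciferase then measured by ONE-Glo luminescence after 30 min at RT.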
RORgamma inh: inhibitors of mouse ROR gamma transcriptional activity; P51450; Drosophila S2 Gal4-RORgamma UAS-luciferase reporter, 20 h; Potency, µM (top dose mostly 53.6 µM), for inactives: at the top dose activity change, negative = inhibition, actives largely listed as inhibitors; AID 2551; 310,000 compounds, 5.4% hits; further: on the % scale 0 is the no-effect control and ±100 the full control effect; nearly all actives have a fitted effect of over 60% in size
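A Gal4/UAS one-hybrid system in insect cells: metallothionein-promoter Gal4–ROR gamma fusion plus Photinus luciferase reporter. Copper sulfate 700 uM final, 20 hr ambient incubation, luminescent detection after 10 min with reagent.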
uPA generation: inhibitors of cell surface uPA generation; Potency, µM (top dose mostly 38.3 µM), for the others: at the highest dose activity change, negative = inhibition, actives largely listed as inhibitors; 330,000 compounds, 0.31% hits; cell surface uPA generation assay, qHTS; active means well fitted inhibition curve with a large enough effect; inconclusive means small, poorly fitted or top-dose-only effect; inactive means no such curve, though single readings can be large or run the other way; tested in mouse RAW 264.7 cells; further: on the % scale 0 is the no-effect control and ±100 the full control effect; nearly all actives have a fitted effect of over 55% in size
p53 reactivator: restores transcriptional activity of mutant p53; H1299 p53-A138V BP100-luciferase reporter, luminescence, 24 h; Potency, µM (titrated, usually from 92.2 µM), inactives show at the highest dose activity change, positive = activation, usual class: activators; 320,000 compounds, 0.063% hits; further: % of control where 0% means no effect; nearly all actives have a fitted effect of over 45% in size
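p53-null H1299 cells stably carrying temperature-sensitive p53-A138V and a BP100-luciferase reporter were pinned with compounds (4-point, 1:5 series) and held 24 hrs at 37 deg C. Luminescence was read 10 min after detection reagent.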
* hit, by the source's call; ? = inconclusive; · = no result given; & = joins results of further samples; [ ] = remark or other dose. Unless noted, the call rests on the fitted dose curve; in most records, active means well fitted curve in the direction sought with a large enough effect; inconclusive means small, poorly fitted or top-dose-only effect, or another doubt; inactive means no such curve, though single readings can be large; an effect the other way counts as inactive or inconclusive. Potency means the concentration at half of the fitted maximal effect. Some of the compounds tested; count on the stated rates, not on these rows.

Molecule,RORgamma inh,MLL CXXC-DNA inh,NPC1 prom act,Rab9 prom act,FLuc counter,ELG1 genotox,uPA generation,Gal4-VP16 FLuc,p53 reactivator,MBNL1 CUG block,BRCA1 expr up
Cc1cccc(N(C(=O)CNC(=O)c2cccs2)C(C(=O)NC2CCCC2)c2ccncc2)c1 (configuration not stated),-25%,17%,1%,0%,0%,1%,-3%,1%,-3%,-4%,0%
COc1c(Br)cc2c(C)c(C(=O)O)oc2c1Br,-18%,-5%,-1%,-2%,?,0%,-1%,-8%,-3%,?,-3%
NC(=O)c1cc2c3ccccc3ccn2c1-c1ccccc1,?,10%,-2%,-15%,21µM*,12µM*,62%[activator],-21%,?,17%,-33%
Cc1ccc(NC(=O)c2ccco2)c(NC(=O)CN2C(=O)c3ccccc3C2=O)c1,30%,13%,1%,-12%,-2%,1%,5%,-4%,4%,?,-5%
CCOCCCNC(=O)c1ccc(C2SCC(=O)N2Cc2ccccc2)cc1 (configuration not stated),-43%[1.91 µM],-3%,-3%,-1%,-3%,-5%,-1%,28%,·,3%,5%
CCc1ccc(NC(=O)COc2coc(CN3CCc4ccccc4C3)cc2=O)cc1,·,·,-3%,-6%,0%,1%,-4%,·,-4%,·,-13%
CC(c1ccco1)N(C(=O)c1ccc(C(F)(F)F)cc1)c1ccccn1 (configuration not stated),11%,-2%,2%,-5%,-5%,-7%,3%,-12%,5%,-4%,-2%
Cc1noc(NS(=O)(=O)c2ccc(NC(=O)CSc3nc4ccccc4s3)cc2)c1C,22%[0.365 µM],-1%,3%,5%,?,-7%,3%,·,10%,-2%,-7%
O=C(NNS(=O)(=O)c1ccc(Cl)cc1)NC1CCCCC1,10%,-5%,-2%,5%,0%,-1%,-4%,2%,-7%,-2%,-15%
Cc1ccc(S(=O)(=O)N2CCCCC2)c2nsnc12,12%,-22%,-5%,-5%,1%,0%,1%,-2%,1%,?,-4%
CC(C)NC(=O)NNC(=O)c1cc(COc2cc(Cl)cc(Cl)c2)on1,17%,-7%,-1%,-1%,-1%,-2%,-2%,0%,-6%,3%,0%
NC(=O)C1CCN(Cc2nc3cc(Cl)ccc3c(=O)[nH]2)CC1,-3%,13%,-1%,-7%,-1%,-13%,-5%,22%,-4%,-3%,-25%
CCCC(=O)N1CCCC(C(=O)c2ccc(OC)c(OC)c2)C1 (configuration not stated),-7%,-8%,0%,-1%,4%,2%,-3%,-3%,·,2%,-29%
CC(C)(O)C1Cc2cc(/C=C/C(=O)O)c(O)cc2O1 (configuration not stated),-19%,3%,1%,-3%,?,5%,-1%,-7%,4%,7%,8%
Cc1ccc(C)c2[nH]c(=O)c(CN(CC3CCCO3)C(=O)NC3CCCCC3)cc12 (configuration not stated),1%,7%,-4%,-5%,-1%,-2%,·,-1%,1%,-2%,-20%
N#Cc1sc2nc3c(c(-c4ccco4)c2c1N)CCCC3,2%,9%,-5%,-1%,3%,1%,9%,-7%,-6%,91%[activator],-27%
CCOc1ccc(NC(=O)c2cc(SC)ccc2Cl)cc1,?,-5%,-3%,-6%,?,1%,-9%,26%,-2%,·,-37%
CN1CCN(C(=S)c2ccc(-c3cc(Cl)ccc3Cl)o2)CC1,-4%,6%,3%,2%,17µM*,-1%,-11%,-8%,-3%,5%,16%
Cc1c(C(C)(C)O)[nH]c2ccc(C#N)cc12,14%,2%,1%,5%,-3%,-5%,4%,1%,5%,1%,7%
CCn1c(=O)cc(OCC(=O)NCC2CCCO2)c2ccccc21 (configuration not stated),-25%,-3%,-3%,-2%,-2%,28%,-5%,7%,-4%,-9%,-27%
CCS(=O)(=O)N1CCN(S(=O)(=O)c2ccccc2[N+](=O)[O-])CC1,5%,7%,0%,-2%,-2%,3%,3%,9%,5%,5%,-3%
O=[N+]([O-])c1cccc(/C=N/NC2CCS(=O)(=O)C2)c1 (configuration not stated),32%,3%,-4%,0%,-6%,0%,1%,0%,-2%,?,-27%
CCCS(=O)c1nc(C)cc(C)c1S(C)(=O)=O (configuration not stated),8%,-3%,-4%,-3%,-1%,-1%,1%,-7%,0%,·,2%
CC(=O)c1cnc2c(-c3ccccc3)cnn2c1C,24%,-4%,13%,10%,?,?,-2%,0%,?,?,50%
CCCCCc1c(C)nc(N2CCOCC2)[nH]c1=O,27%,14%,2%,-2%,4%,0%,·,4%,7%,-6%,6%
Cn1cccc1Cc1nnc(SCC(=O)NCCc2ccccc2)n1C,-7%,8%,-4%,-1%,0%,1%,-3%,-9%,0%,-7%,8%
COc1ccc(N2CCN(C(=O)CCc3cc(OC)c(OC)c(OC)c3)CC2)cc1,0%,-3%,-1%,-1%,1%,0%,-12%,2%,-3%,2%,-11%
Cc1ccc2nc(SCC(=O)NCc3ccco3)c(C)cc2c1,-4%,12%,-6%,-7%,-20%,10%,-4%,-8%,1%,22%,0%
CC(C)Cc1nc2sc3c(=O)[nH]cnc3c2c2c1CCC2,0%,-7%,1%,-4%,3%,2%,7%,-9%,3%,-12%,-6%
COc1ccc(-c2cc(Nc3ccccc3NC(=O)C(F)(F)F)n(CCC#N)n2)cc1,?,-6%,2%,2%,-3%,1%,3%,?,-3%,-10%,2%
COc1cc(C(=O)Nc2cccc(C)n2)ccc1OCC(=O)N1CCOCC1,·,·,3%,-2%,?,-3%,5%,·,8%,·,-1%
O=C(CSc1nnc(C2COc3ccccc3O2)o1)N1CCCC1 (configuration not stated),13%,1%,0%,4%,2%,10%,-1%,6%,-1%,3%,51%
CCOc1ccc(CCNC(=O)c2cc3sccc3n2CC)cc1OCC,?,13%,·,·,-13%&10%,·,-2%,-7%,·,-3%,-39%
CCNC(=O)NC(=O)COC(=O)CCCSc1nc2ccccc2[nH]1,-1%,-4%,5%,15%,-24%,0%,-1%,-6%,9%,-19%,16%
CC(=O)N1CCN(CC(=O)O)CC1,-11%,-6%,-5%,16%,-3%,2%,·,-3%,-7%,-7%,·
COc1cc(/C=N/N=C2/NC(=O)C(c3ccccc3)S2)ccc1O (configuration not stated),-1%,10%,-2%,-3%,?,?,-3%,-16%,-5%,5%,2%
O=C(CC12CC3CC(CC(C3)C1)C2)NCO,-1%,4%,17%,-2%,0%,3%,-6%,-2%,2%,8%,2%
CC(=O)NNC(=O)c1ccncc1,17%,-3%,0%,-1%,1%,-1%,4%,-5%,4%,-2%,4%
COC(=O)c1cc(C(=O)c2cc(Cl)ccc2O)coc1=N,16%,4%,-1%,1%,-3%,-3%,-1%,-2%,-1%,0%,-11%
CCn1c(C)cc2c(c1=O)C(c1ccc3c(c1)OCO3)C(C#N)=C(N)O2 (configuration not stated),-1%,0%,-2%,-3%,-2%,11%,-1%,-1%,-1%,2%,2%
COc1ccc(CC(=O)NC2=NCCS2)cc1,17%,6%,3%,2%,5%,-2%,1%,3%,-2%,-3%,26%
CCN1CCCC1CNC(=O)c1ccc(Sc2ccccc2Cl)c([N+](=O)[O-])c1 (configuration not stated),?,14%,-6%,-5%,0%,4%,3%,1%[10 µM],16%,?,-25%
CN1CCN(CCC(=O)N/N=C/c2cc([N+](=O)[O-])ccc2OC(F)F)CC1,-11%,-4%,1%,13%,0%,1%,-3%,7%,9%,·,-8%
CCOCCCNC(=O)c1cn(CC)c2ccc(S(=O)(=O)N3CCC(C)CC3)cc2c1=O,2%,3%,-7%,-6%,0%,·,5%,-13%,-8%,5%,10%
CCCCSc1nc(C)[nH]c1[N+](=O)[O-],-30%,4%,-1%,3%,3%,1%,5%,5%,-5%,?,-5%
O=C(O)CC/C(=N/Nc1ncc(C(F)(F)F)cc1Cl)C(=O)O,13µM*,14%,-3%,-14%,2%,0%,0%,?,0%,-3%,-16%

Screening data (PubChem BioAssay)
